Screens as filed in PubChem.
human PMI inhibitors – MPI inhibition at elevated mannose 6-phosphate – biochemical, fluorescence intensity, high mannose 6-phosphate, primary screen (AID 1220); recombinant PMI enzyme, coupled fluorescence intensity; higher % means a stronger effect; 0.66% of 190,000 active; one-dose inhibition, % at 20 µM; IC50 in µM for titrated hits
TNAP activators – stimulation of alkaline phosphatase TNAP activity – biochemical, luminescent, no phosphate acceptor, uHTS, primary screen (AID 1001). one-dose activation fold at 20 µM; EC50 in µM for titrated hits. 0.03% of 200,000 active. purified TNAP, luminescent activation assay, no phosphate acceptor; higher activation fold means a stronger effect; in the data active = activation fold from about 3, or a potency from the dose series; inactive = the rest, 99 in 100 with activation fold below about 1.6; also: many of its hits are not listed in these tables
RSV CPE inhibition – RSV antiviral activity via CPE protection, HEp-2 cells, primary 10 µM value included (AID 2391). 0.13% of 310,000 active. one-dose CPE inhibition, % at 10 µM; IC50 in µM for titrated hits. HEp-2 cells, RSV-induced CPE inhibition; higher % means a stronger effect; in the data active = a potency from the dose series; inconclusive = CPE inhibition mostly from about 23% at the one dose, without a potency; inactive = the rest, 99 in 100 with CPE inhibition below about 21%; also: strong numbers were not always called active
PMI inhibitors – inhibitors of human PMI, primary screen, biochemical, fluorescence intensity, coupled assay (AID 1209). purified PMI enzyme, coupled fluorescence intensity; higher % means a stronger effect. inhibition, % at 20 µM, or IC50 in µM where a hit was titrated. 0.42% of 190,000 active;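 also: plate controls were DMSO vehicle for no effect and wells lacking substrate for full effect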
T cell modulator – T cell immune modulation candidate. 0.068% of 330,000 active. AID 2052. calls only at 7 µM. 2C CD8+ T cell-vesicle binding, flow cytometry; stronger effect = lower value;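 active = response, share of CD8 T cells binding vesicles, and their 90th percentile fluorescence all below set limits, cut at about 80% in these data, passing the limit was not always enough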
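Test system: purified 2C TCR transgenic mouse naive CD8+ T cells. Probe or stimulus: QL9-peptide-loaded Drosophila micro-vesicles bearing Ld, ICAM-1 and B7-1. Incubation: binding step 1.5 h, 37 °C, antibody labelling 20 min, ice. Measured by: flow cytometry of vesicle-bound cells.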
P. falciparum M1AAP – P. falciparum M1AAP inhibitors, biochemical, fluorogenic H-Leu-NHMec substrate, 1536-well (AID 1445); recombinant M1AAP, H-Leu-NHMec fluorogenic kinetic assay; higher % means a stronger effect; one-dose inhibition, % at 30 µM; IC50 in µM for titrated hits; 0.42% of 220,000 active;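 active = primary inhibition above the hit cutoff, then over 50% inhibition at one or more dose response concentrations, cut at about 23% in these data, passing the limit was not always enough; inconclusive = conflicting primary data, or primary hits not chosen for dose response; inactive = low primary inhibition, or under 50% at every dose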;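 also: plate controls were DMSO full reaction for no effect and no enzyme background for full effect; strong numbers were not always called active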
UTI89 phage lysis – inhibition of K1F phage lysis, E. coli UTI89, bacterial capsule biogenesis inhibitors, alamar blue (AID 488966) | 0.02% of 340,000 active | inhibition, % at 100 µM; hits with a dose series show IC50 in µM | E. coli UTI89 K1F phage lysis, alamar blue, 2 h; higher % means a stronger effect;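 active = phage lysis inhibition, versus mean bacterial control, above a set limit; inconclusive = no clear call, values can overlap the other calls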;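 also: capsule biogenesis inhibitors block K1F phage lysis so surviving cells raise fluorescence; higher fluorescence means more inhibition of phage lysis; actives were called in the ten point dose series up to 300 µM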
West Nile virus CPE – inhibition of WNV-induced cytopathic effect – cell-based, CPE readout (AID 1621) | 0.02% of 290,000 active | West Nile virus-infected cells, CPE inhibition; higher % means a stronger effect | CPE inhibition, % at 10 µM, or IC50 in µM where a hit was titrated; in the data active = a potency from the dose series; inconclusive = CPE inhibition mostly from about 3.7% at the one dose, without a potency; inactive = the rest, 99 in 100 with CPE inhibition below about 2.2%; also: strong numbers were not always called active
P. falciparum M17LAP – P. falciparum M17LAP inhibitors, primary screen, biochemical, fluorogenic H-Leu-NHMec substrate, 1536-well (AID 1619); recombinant M17LAP, H-Leu-NHMec fluorogenic kinetic assay; higher % means a stronger effect; one-dose inhibition, % at 30 µM; IC50 in µM for titrated hits; 0.38% of 220,000 active;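 active = compound inhibiting the enzyme by more than half at any dose during confirmatory dose-response retesting; inconclusive = strong single-dose inhibitors picked by rank but not retested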;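 also: plate controls were full reaction with DMSO carrier for no effect and no enzyme background for full effect; strong numbers were not always called active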
T cell modulator vesicle-bound % – further read-out of T cell modulator, marked with its call; double positive events, %; measured here: CD8+ vesicle-bound cell fraction;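 binding gate set so that unloaded-vesicle control wells show 10% double positive cells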
The depositor's hits bear a star; i = inactive; ? = inconclusive; / = not tested or not shown; [ ] = another dose, or the depositor's remark. Rule as the data show it, unless noted: active = inhibition above about 50%; inactive = the rest.

Values in the order – T cell modulator vesicle-bound % | RSV CPE inhibition | P. falciparum M17LAP | West Nile virus CPE | UTI89 phage lysis | PMI inhibitors | human PMI inhibitors | TNAP activators | T cell modulator | P. falciparum M1AAP
> CS(=O)(=O)N(CC(=O)N1CCCCCC1)c1ccc(Cl)cc1
    58.1 | 0.6% | / | -0.9% | 0.1% | / | / | / | i | /
> COC(=O)CSc1nc2sc3c(c2c(=O)[nH]1)CCC3
    16.7 | 1.1% | 7.5% | 0.3% | 0.3% | / | / | / | i | 6.2%
> COc1ccc(OC)c(C(=O)COC(=O)C2CC3CCCC(C2)C3=O)c1 (stereo not drawn)
    56.2 | 1.4% | 3.6% | -0.1% | 3.6% | 3.9% | 0.6% | 1.1 | i | 3.0%
> Cc1cc(=O)oc2cc(OCC(=O)c3ccccc3)ccc12
    58.3 | 0.2% | / | -0.8% | 0.8% | / | / | / | i | /
> Cc1cc(NC(=O)c2ccc3c(c2)OCO3)ccc1NC(=O)c1ccco1
    29.3 | 0.4% | 9.2% | 0.2% | -0.3% | 3.0% | 3.4% | 1.1 | i | 18.5%
> COc1ccc(CCNC(=O)c2ccc(Cl)cc2Cl)cc1
    41.5 | 0.4% | -12.1% | -0.7% | 0.8% | 1.6% | 3.2% | 1 | i | 7.0%
> O=S(=O)(Nc1ccccc1Cl)c1ccc2[nH]c(=S)oc2c1
    67.6 | 1.7% | / | 1.0% | 1.2% | / | / | / | i | /
> CN(C)S(=O)(=O)c1cccc(NC(=S)N/N=C/c2cc(Br)ccc2O)c1
    39.4 | 4.1% | 19.9% | -0.1% | 0.4% | / | / | / | i | 19.4%
> COC(=O)c1ccccc1NC(=O)Cn1c(CCC(=O)O)ccc1-c1cccs1
    17.3 | 1.3% | 16.0% | -0.6% | -0.4% | -10.5% | -5.5% | 1 | i | 7.5%
> Nc1ccc(-c2nnc(-c3ccc(-c4ccccc4)cc3)o2)cc1
    44.3 | 3.8% | 2.8% | -0.1% | 3.6% | 9.8% | -1.7% | 1 | i | 4.1%
> COc1ccc(-n2nc3c(c2NC(=O)C2CC2)CS(=O)(=O)C3)cc1
    7.6 | 0.7% | / | -0.8% | 0.1%[50 µM] | / | / | / | i | /
> Cc1ccc(CSc2ccc(-c3ccc4c(c3)OCO4)nn2)cc1
    46.8 | 4.0% | 2.3% | -0.7% | 5.4% | 2.8% | -1.7% | 1 | i | -0.3%
> COc1ccc(NC(=O)COC(=O)CCc2ccccc2)c(OC)c1
    40.4 | 1.1% | / | -0.6% | -1.8% | / | / | / | i | /
> COc1cc(/C=N/NC(=O)c2cc(C)oc2C)ccc1O
    34.4 | 13.7% | 1.6% | 0.8% | 1.9% | -5.2% | -3.4% | 1.1 | i | 10.2%
> CCS(=O)(=O)c1ccc2c(c1)N(S(=O)(=O)c1cccs1)CC(C(=O)O)O2 (stereo not drawn)
    11.1 | 0.2% | / | 0.0% | 0.0% | / | / | / | i | /
> Cc1cccc(OCCn2ccnc2)c1
    48.3 | 0.8% | / | -0.1% | 0.0% | / | / | / | i | /
> CCCCNC(=O)OCCSCCS(=O)(=O)c1ccc(Cl)cc1
    25.1 | 0.3% | 2.2% | -0.8% | -0.4% | / | / | / | i | -1.4%
> O=C(NNc1c2ccccc2nc2ccccc12)C12CC3CC(CC(C3)C1)C2
    15.7 | 2.5% | -9.7% | -1.1% | -0.5% | / | / | / | i | 2.3%
> COc1cccc(C(=O)Nc2ccc(-c3nc4ccccc4o3)c(O)c2)c1
    60.7 | 19.6% | -8.3% | 0.9% | 0.1% | 8.4% | 12.8% | 1.1 | i | 1.0%
> O=C(c1cc2ccccc2oc1=O)N(Cc1ccco1)CC1CCCO1 (stereo not drawn)
    31.5 | 1.6% | 1.9% | -0.2% | 0.3% | 11.9% | -1.2% | 1.9 | i | 3.1%
> CC(=O)Nc1ccc(NC(=O)c2ccc(CN3CCc4ccccc4C3)cc2)cc1
    26.3 | -0.8% | / | -1.0% | 0.9% | / | / | / | i | /
> CCNc1nc(Oc2ccc(Cl)cc2Cl)cc(C(F)(F)F)n1
    27.2 | 4.2% | -12.0% | -0.1% | 0.1% | 8.1% | 6.8% | 0.9 | i | -0.7%
> COC(=O)C(NC(=O)c1ccccc1Cl)(Nc1ncc(S(=O)(=O)c2ccc([N+](=O)[O-])cc2)s1)C(F)(F)F (stereo not drawn)
    24.3 | ? | 0.4% | -0.8% | 4.3% | 12.5% | 6.6% | 1.1 | i | 4.3%
> COc1ccc(CNC(=O)CC(NC(N)=O)c2ccccc2Cl)cc1OC (stereo not drawn)
    31.1 | 1.0% | / | 0.2% | 0.1% | / | / | / | i | /
> C=CCn1c(SCC(=O)Nc2ccc(F)cc2F)nc2c([nH]c3ccccc32)c1=O
    6.8 | 1.6% | / | 1.3% | 0.1% | / | / | / | i | /
> COc1cc2nc(CCc3ccccc3)oc(=O)c2cc1OC
    42.9 | -1.8% | 29.7% | 0.6% | 0.1% | 2.7% | 9.6% | 1 | i | -0.2%
> C=CCNC(=O)COc1ccc(Br)cc1Cl
    44.0 | 7.9% | -2.3% | 1.1% | 0.5% | -7.0% | -5.2% | 1.1 | i | 0.8%
> COc1ccc(-n2cnc3ccccc32)cc1
    4.8 | 9.0% | -6.1% | -0.2% | 8.8% | 6.1% | 2.9% | 1.1 | i | 0.1%
> O=C(NCc1ccccc1Br)c1ccncc1
    5.0 | 1.1% | / | -0.7% | 0.0% | / | / | / | i | /
> O=C(Nc1ccc2c(c1)OCO2)C1CCCCC1
    64.7 | -0.6% | / | -0.4% | 0.7%[50 µM] | / | / | / | i | /
> COc1ccc(NC(=O)Nc2nnc(N3CCCCC3C)s2)cc1OC (stereo not drawn)
    41.4 | 6.7% | 3.8% | / | -0.7% | 6.2% | 17.5% | 1 | i | 2.8%
> CC1(C)Cc2c(c(N3CCOCC3)nc3sc4c(=O)[nH]cnc4c23)CS1
    56.4 | 2.1% | 31.1% | 0.7% | 3.9% | -13.8% | -10.5% | 1 | i | 17.2%
> CCC(=O)Nc1ccc(NC(=O)C23CC4CC(CC(C4)C2)C3)cn1
    14.1 | 1.7% | 3.7% | 0.1% | 4.0% | -6.8% | 16.4% | 1.1 | i | -0.4%
> O=S(=O)(c1ccccc1)c1nc(-c2ccccc2)oc1NCc1cccnc1
    34.3 | 0.7% | 1.6% | 0.3% | -0.1% | -6.8% | -11.2% | 1.1 | i | 6.5%
> O=C(COC(=O)COc1ccccc1)Nc1ccc(S(=O)(=O)N2CCOCC2)cc1
    60.5 | -0.9% | -1.4% | -0.1% | 0.3% | -13.1% | 1.1% | 1.1 | i | 6.4%
> Cc1ccc(/C(N)=N/OC(=O)CCCc2ccccc2)cc1
    22.4 | 0.0% | / | -0.5% | -0.7%[50 µM] | / | / | / | i | /
> CCN(CC)CC(O)Cn1c2ccccc2c2ccccc21 (stereo not drawn)
    20.2 | -0.6% | 16.2% | 0.3% | 0.1% | 7.9% | 4.6% | 1 | i | 5.8%
> O=c1o[nH]c(-c2ccccc2)c1C1=NCCCCC1
    7.7 | 1.9% | 7.8% | 1.3% | -0.3% | / | / | / | i | 3.2%
> Cn1cc(P(=S)(N2CCOCC2)N2CCOCC2)cc1P(=O)(N1CCOCC1)N1CCOCC1
    24.7 | 2.2% | -5.5% | 0.8% | -0.4% | 17.6% | -0.1% | 1.2 | i | 1.9%
> COc1ccccc1OCc1cc(C(=O)NCc2ccc(N3CCCC3=O)cc2)no1
    45.2 | 3.5% | / | 0.2% | 0.0% | / | / | / | i | /
> O=C(NC(=S)NCC1COc2ccccc2O1)c1ccccc1 (stereo not drawn)
    51.2 | 5.1% | 0.4% | -0.1% | 0.1% | 11.1% | 8.3% | 1 | i | 5.6%
> CCOC(=O)c1[nH]c(C)c(/C(O)=C2\C(=O)C(=O)N(CCN(C)C)C2c2cccc(OC)c2OC)c1C (stereo not drawn)
    12.6 | 1.4% | 3.1% | / | 4.9% | -36.6% | -25.9% | 1.1 | i | 5.5%
> O=C(CCN1c2ccccc2Sc2ccccc21)OCc1nnc(-c2ccccc2)o1
    52.5 | 4.3% | 0.6% | 0.6% | -1.1% | 6.0% | 2.5% | 1 | i | 12.4%
> Cc1ccc(Nc2cc(C)nc3ncnn23)cc1
    45.9 | 12.0% | / | -0.1% | 0.7% | / | / | / | i | /
> CCOCCc1nnc(NC(=O)CS(=O)(=O)c2ccc(C)cc2)s1
    18.1 | 0.4% | / | -0.1% | 0.5% | / | / | / | i | /
> CCC(CC)c1nnc(NC(=O)c2c(C)nn(Cc3ccccc3Cl)c2C)s1
    22.3 | 10.8% | 1.0% | -0.3% | -0.7%[50 µM] | 6.8% | 3.0% | 1 | i | 10.9%
> O=C1/C(=C/c2ccncc2)CCc2ccccc21
    49.9 | / | 5.0% | 0.2% | -2.6% | / | / | / | i | 1.6%
> Cc1cc(C)cc(CC2CC(=O)N(c3ccc4c(c3)OCCO4)C2=O)c1 (stereo not drawn)
    26.7 | -1.6% | 0.0% | 0.1% | 0.2% | 13.2% | 12.6% | 1.1 | i | -8.8%
> Cc1cc(C)nc(NC(=O)c2cc([N+](=O)[O-])cc([N+](=O)[O-])c2)n1
    33.3 | 0.5% | -4.0% | -0.4% | -0.5% | -15.7% | -14.3% | 1.1 | i | 12.5%
> N/C(=N\N=C\c1ccc([N+](=O)[O-])cc1)c1nonc1N
    26.7 | 1.6% | 9.7% | 1.2% | 0.8% | / | / | / | i | 3.8%
> O=[N+]([O-])c1ccccc1N/N=C/c1ccc2c(c1)OCO2
    / | / | -3.3% | 0.5% | 1.3% | -3.5% | -6.4% | 1 | / | 2.1%
> CC1Cc2nc(SCC(=O)Nc3ccc4c(c3)OCCO4)n(C)c(=O)c2S1 (stereo not drawn)
    29.4 | 14.6% | -2.6% | -1.0% | 2.4%[50 µM] | 14.8% | 4.3% | 1.1 | i | 9.6%
> CCOC(=O)c1c(C)c(C)n(Cc2ccc(OC)c(OC)c2)c1C
    50.4 | 3.7% | 13.8% | -1.7% | 3.5% | 13.1% | 11.8% | 1 | i | 5.6%
> COCC(=O)N1CCN(c2cccc(Cl)c2)CC1
    33.3 | 0.9% | -4.2% | 0.8% | 0.0% | 10.0% | 13.3% | 1 | i | 1.8%
> COc1ccc(-c2[nH]c(-c3ccc4c(c3)OCO4)nc2-c2ccccc2)cc1
    57.7 | 13.6% | -4.5% | 1.1% | 1.1% | 17.0% | 22.2% | 1.1 | i | 10.1%

Rows are unselected; about 1.5% have a hit in one of these screens.
